GPR7 antagonist: antagonists of human GPR7 (neuropeptides B/W receptor 1); P48145; GPR7-expressing cells, fluorescence antagonist assay; inhibition, % at 4.4 µM; actives 1.1% (n = 290,000); in the data active = inhibition above about 16%, passing the limit was not always enough;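 note: cells stimulated with the agonist NPW; 0% = agonist with vehicle and 100% = vehicle without agonist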
Target sequence (P48145 whole entry, looked up): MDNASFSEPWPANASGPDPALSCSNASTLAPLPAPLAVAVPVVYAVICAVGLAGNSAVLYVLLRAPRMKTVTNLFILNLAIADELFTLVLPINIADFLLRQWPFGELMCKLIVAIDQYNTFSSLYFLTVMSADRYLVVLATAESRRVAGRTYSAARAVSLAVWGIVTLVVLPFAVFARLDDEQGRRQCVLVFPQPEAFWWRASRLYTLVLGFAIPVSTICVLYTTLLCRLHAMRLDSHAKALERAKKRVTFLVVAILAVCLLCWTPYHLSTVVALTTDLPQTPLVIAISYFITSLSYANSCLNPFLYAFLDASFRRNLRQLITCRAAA
V1R ag counter: V1a receptor agonism, counter-screen for OXTR agonists; activation, % at 3 µM; CHO-V1R cells, Fluo-8 calcium fluorescence, agonist mode; 0% DMSO, 100% 3 nM vasopressin; AID 2797; actives 0.25% (n = 320,000);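 active = activation above the mean activation of all tested compounds plus 3 SD, per screening run, cut at about 20% in these data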;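 note: signal is peak over basal fluorescence ratio across a 100 second FLIPR read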
Target sequence (P37288 whole entry, looked up): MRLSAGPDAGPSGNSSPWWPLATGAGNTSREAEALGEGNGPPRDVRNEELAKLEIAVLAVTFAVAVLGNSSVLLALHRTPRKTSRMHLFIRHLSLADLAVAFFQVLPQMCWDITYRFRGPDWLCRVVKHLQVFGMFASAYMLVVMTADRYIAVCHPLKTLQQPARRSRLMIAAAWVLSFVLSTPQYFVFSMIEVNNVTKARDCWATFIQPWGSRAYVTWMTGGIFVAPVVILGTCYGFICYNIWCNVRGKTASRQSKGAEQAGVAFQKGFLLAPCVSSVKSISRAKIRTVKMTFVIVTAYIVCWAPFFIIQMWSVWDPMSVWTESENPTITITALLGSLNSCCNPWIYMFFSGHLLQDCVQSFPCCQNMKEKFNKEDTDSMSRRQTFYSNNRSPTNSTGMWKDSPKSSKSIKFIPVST
MEKK2mut PB1 HTS: signal of MEK5 binding to mutant human MEKK2 PB1 domain. bead flow cytometry, Alexa488-MEK5 binding to MEKK2 mutant. percent response, % at 10 µM. actives 0.35% (n = 290,000). AID 1530; in the data active = percent response above about 24%, passing the limit was not always enough; note: inactives centre near 1; some results filed as inactive read as strong as hits
GalR3 antag: blocks the human galanin receptor 3. AID 651719. inhibition, % at 3 µM. actives 0.44% (n = 360,000). O60755. HEK293 GalR3-CNG cAMP membrane potential fluorescence; galR3 body fused to GalR1 C-terminus;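 active = inhibition above the screen-wide average plus 3 SD, cut at about 13% in these data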;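 note: forskolin and galanin both at EC90 stimulate the cells; cAMP rise reported by CNG channel membrane potential dye signal; 0% = forskolin plus galanin with DMSO and 100% = forskolin alone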
Target sequence (O60755 1-299 limits assumed): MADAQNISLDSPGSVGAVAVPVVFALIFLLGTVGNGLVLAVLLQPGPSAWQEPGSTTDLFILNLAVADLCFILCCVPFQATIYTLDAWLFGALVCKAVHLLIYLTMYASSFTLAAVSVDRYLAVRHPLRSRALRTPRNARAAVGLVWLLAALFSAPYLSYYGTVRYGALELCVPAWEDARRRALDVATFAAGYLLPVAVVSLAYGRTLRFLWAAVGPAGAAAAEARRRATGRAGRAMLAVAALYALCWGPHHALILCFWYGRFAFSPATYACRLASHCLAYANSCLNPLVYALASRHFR
NALP1 inh: NALP1 inhibition; S. cerevisiae NALP1/ASC/caspase-1 growth, X-gal OD620, 72 h; inhibition, % at 10 µM; actives 0.61% (n = 280,000); AID 2071; in the data active = inhibition mostly above about 24%, no sharp cut-off; inactive = mostly below about 32%; note: some compounds called inactive have numbers as strong as hits
PfM18AAP inh: blocks P. falciparum M18 aspartyl aminopeptidase; actives 1.2% (n = 290,000); AID 1822; recombinant PfM18AAP, H-Glu-NHMec fluorogenic cleavage; inhibition, % at 7.35 µM;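 active = inhibition above the campaign mean inhibition over all tested compounds plus 3 SD, cut at about 28% in these data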;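 note: 0% = plate median of test compound wells and 100% = 2 mM ZnCl2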
OXTR ag: activates the human oxytocin receptor. actives 0.32% (n = 320,000). P30559. activation, % at 3 µM. CHO-OTR cells, Fluo-8 calcium fluorescence; normalized: DMSO 0%, oxytocin 100%;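 active = activation above the mean of all tested compounds plus 3 SD, cutoff set per screening run, cut at about 20% in these data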;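 note: peak over basal fluorescence ratio from a 100 s FLIPR kinetic read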
OXTR potentiate: human OXTR potentiation. P30559. CHO-OTR cells, Fluo-8 calcium fluorescence, potentiator mode; 0% = oxytocin EC15, 100% = EC100. activation, % at 3 µM. actives 0.061% (n = 320,000). AID 2445;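 active = activation above that plate's cutoff, the mean activation of tested compounds plus 3 SD, cut at about 6.6% in these data, passing the limit was not always enough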;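 note: 100% uses oxytocin at 75 nM as the full agonist control; some results filed as inactive read as strong as hits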
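Replication – single well per compound, singlicate · Assay system – CHO cell line stably expressing human OTR · Timing – 6 min pre-incubation, 100 s read · Measure – normalized max/min fluorescence ratio, % activation · Doses – 3.0 µM, one dose · Detection – Fluo-8 calcium dye fluorescence · Probe or stimulus – oxytocin near EC15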
MEKK2wt PB1 HTS: raises or lowers MEK5 binding to wildtype human MEKK2 PB1 domain. Q9Y2U5. bead flow cytometry, Alexa488-MEK5 binding to MEKK2 WT; actives lie on both sides. binding response (% of control), % at 10 µM. actives 1.1% (n = 290,000). AID 1531; in the data active = binding response below about 67% or above about 130%
Active calls of the source: *; . = no result given; [ ] = remark or other dose.

#	SMILES	GPR7 antagonist	V1R ag counter	MEKK2mut PB1 HTS	GalR3 antag	NALP1 inh	PfM18AAP inh	OXTR ag	OXTR potentiate	MEKK2wt PB1 HTS
1	CC1CCN(S(=O)(=O)c2ccc(NC(=O)C3CCN(C(=O)c4ccco4)CC3)cc2)CC1	9	3.4	8	-9	-3	-2	1.2	-6	101
2	S=C(N/N=C/c1ccc(Br)cc1)N1CCCCC1	-2	-0.4	-1	-4	-20	14	-0.2	-2	96
3	NC(=O)c1cccc2c(=O)oc3ccccc3c12	-16	-0.4	5	3	20	-7	-0.8	-4	107
4	COc1cccc(C2=NOC(C(=O)Nc3c(C)n(C)n(-c4ccccc4)c3=O)C2)c1 (configuration not stated)	-5	-0.5	-7	-7	18	-9	-0.1	-3	97
5	O=C1CSC(c2cccnc2)N1CC1CC1 (configuration not stated)	-11	2.3	-8	-6	.	-1	0.0	-5	96
6	O=C(N1CCOCC1)C1(c2ccc(Cl)cc2)CCCC1	-9	-1.0	4	1	2	-3	-2.3	-8	98
7	COc1ccc(N(C(=O)Cn2cnc3ccccc32)C(C(=O)NC2CCCCC2)c2ccccc2)cc1 (configuration not stated)	-24	-0.7	4	-2	36	3	-2.7	-3	94
8	O=[N+]([O-])c1ccccc1/C=C/C=N/N1CCCCC1	-17	-1.0	-4	-4	9	10	-2.5	-9	96
9	COc1ccc(N(CC(=O)Nc2cccc(C(C)=O)c2)S(C)(=O)=O)cc1OC	4	-0.1	8	-2	-5	-5	1.5	-4	106
10	COc1ccc(C(=O)/C=C/Nc2cc(C)on2)cc1	3	0.0	.	-5	-4	-5	0.9	0	.
11	C[C@@H](C(=O)NCC1CCCO1)N1C(=O)N2CCc3c([nH]c4ccccc34)[C@@]2(C)C1=O (some centres not stated)	5	0.2	2	-6	19	0	-0.6	2	102
12	COc1ccc(OCCC(=O)OCC(=O)NCc2ccco2)cc1	-3	-0.7	5	4	-18	4	-1.5	0	104
13	COCCNc1nc2c(S(=O)(=O)c3cc(C)ccc3C)nnn2c2ccccc12	-8	-0.9	-9	-2	19	-9	-0.8	-5	82
14	CN1CCN(CC(=O)Nc2nc(-c3ccccc3)cs2)CC1	0	0.6	.	-5	10	0	1.8	-9	.
15	C=C1CCN([C@H](C(=O)OCc2cccc(C)c2)C(C)C)S(=O)(=O)c2ccccc21	.	-0.5	2	-5	-5	.	-0.1	-9	80
16	CN1C(=O)[C@H]2[C@@H](C3CC3)N3C(=O)CN(CCO)C(=O)[C@@]3(Cc3ccccc3)[C@H]2C1=O	-6	0.2	5	-6	-24	-2	0.2	-9	104
17	Cc1ccc(NS(=O)(=O)c2ccc(CCC(=O)O)cc2)cc1	-5	0.7	6	-5	4	0	1.4	3	107
18	CCN(CC)C1=NS(=O)(=O)c2cc([N+](=O)[O-])ccc21	-3	1.0	4	-8	38	3	0.9	-14	99
19	CCOC(=O)c1cc2c(=O)n3ccccc3nc2n(Cc2ccco2)c1=NC(=O)c1ccc(OC)cc1	1	-0.2	-15	-8	-3	4	-1.9	-3	81
20	COc1ccc(-c2[nH]ncc2CNCCCSC)cc1F	-2	-0.7	-12	-4	2	1	1.2	2	93
21	Cc1cc(C)nc(N2CCCC(C(=O)NCc3ccccc3)C2)n1 (configuration not stated)	-14	0.3	2	-6	18	-1	-1.8	-8	102
22	Cc1ccccc1Nc1nc(-c2cccnc2)cs1	3	-1.7	2	0	16	1	-1.6	-2	105
23	O=C(CSc1ncccc1-c1nc2ccccc2[nH]1)Nc1ccc2c(c1)OCCO2	-1	-0.9	-1	-7	2	-3	-1.7	-8	100
24	CCc1nn(CC(=O)N2CC(C)CC(C)C2)c(=O)c2cccn12 (configuration not stated)	-6	1.0	3	-6	-1	-3	-0.6	-5	101
25	COc1ccccc1C(=O)NCCC(=O)N(C)CC(=O)Nc1ccc(N2CCOCC2)cc1	.	-0.1	.	-2	.	.	0.2	-6	.

Going on with the list:
#	SMILES	GPR7 antagonist	V1R ag counter	MEKK2mut PB1 HTS	GalR3 antag	NALP1 inh	PfM18AAP inh	OXTR ag	OXTR potentiate	MEKK2wt PB1 HTS
26	O=C(c1ccc2c(c1)OCO2)C1CCCN(C(=O)C2CCOCC2)C1 (configuration not stated)	-9	-0.5	4	-4	8	-6	0.2	-15	103
27	CC(C)(C)c1ccc(OCC(=O)Nc2ccc(-c3nc4cccnc4o3)cc2)cc1	-2	0.7	-2	-2	.	-4	0.5	-10	97
28	CC(C)NCC(O)Cn1c2c(c3ccccc31)CCc1c-2cnn1-c1ccccc1 (configuration not stated)	14	19	30*	0	22*	-5	22*	-23	176*
29	Cc1cccc(N2CCN(S(=O)(=O)c3ccc4c(c3)CCC(=O)N4)CC2C)c1 (configuration not stated)	-16	4.0	3	-4	.	6	4.8	-8	100
30	Cc1cccc(NC(=O)C(=O)NCc2ccccn2)c1	9	-0.2	4	-4	30	-1	0.3	8	101
31	CCCCSC1=C(C#N)C(c2ccccc2C)C(C(=O)OCC)C(=O)N1 (configuration not stated)	-9	-1.0	0	0	17	2	8.8	-10	98
32	CNC(=O)Nc1cc(C)nn1C	-7	0.9	-6	4	5	4	-0.1	0	89
33	CC(OC(=O)c1ccc2c(=O)n3c(nc2c1)CCCCC3)C(=O)Nc1ncc(Cl)cc1Cl (configuration not stated)	-2	-0.6	3	-3	34	1	-1.5	-2	98
34	Cc1cc(C)cc(NC(=O)CC23CC4CC(C2)CC(n2nnc(C)n2)(C4)C3)c1	-7	0.7	-1	-9	-29	1	-1.9	-1	101
35	COc1ccc(NC(=O)Nc2cccc3ccccc23)cc1S(N)(=O)=O	9	0.2	-2	-9	12	-1	0.0	-4	101
36	CCOC(=O)c1c(N2CCN(c3ccccc3)CC2)cc(C)nc1C	-16	.	8	-9	17	5	.	.	108
37	c1ccc(-c2ccccc2OCCOCCN2CCNCC2)cc1	9	0.0	-5	-7	19	-5	0.4	-3	98
38	Cc1cc(C)n2c(SCC(=O)NC3CCCCC3C)nnc2n1 (configuration not stated)	-2	1.1	-1	-5	2	-10	-0.4	-15	99
39	Cn1cnc2cc(NCc3ccc(Cl)cc3)ccc21	-15	0.3	12	-9	10	6	1.2	-2	117
40	O=C1CN(C(=O)N[C@@H](Cc2ccccc2)C(=O)N[C@@H](C(=O)O)c2ccccc2)c2ccccc2N1	-11	-0.3	3	-1	14	-3	0.0	-7	103
41	Oc1[nH]c2ccccc2c1N=Nc1ncnc2c1oc1ccccc12	-7	-0.7	-5	-3	2	1	-0.4	-5	91
42	CCC(C(=O)OCC(=O)NC(=O)c1ccccc1)c1ccccc1 (configuration not stated)	.	0.2	.	3	.	.	-0.8	-10	.
43	O=C(CNC(=O)c1ccc(Br)cc1)NCc1cccnc1	-18	0.4	-2	-5	19	-1	-0.2	-3	101
44	COc1ccc(NC(=O)O/N=C/c2ccc(Br)cc2)cc1	5	-1.0	7	1	38	-8	-1.6	-12	108
45	COc1ccc(-n2c(SCC(=O)Nc3ccc4c(c3)OCO4)nc3ccccc3c2=O)cc1	-8	1.9	5	-5	22	-14	1.2	-4	101
46	Cc1ccccc1C(=O)Nc1ccnn1C1CCN(Cc2cnn(C)c2)CC1	-8	1.7	7	0	8	-14	0.1	1	105
47	Cc1ccc(NC2=NC(c3ccccc3)n3c(nc(C)cc3=O)N2)cc1 (configuration not stated)	-6	0.1	4	-6	.	-6	-1.1	-7	105
48	Clc1ccc(N2N=C(c3cccs3)CC2c2ccco2)cc1 (configuration not stated)	-12	-0.6	11	2	7	-7	-2.0	-11	99
49	O=C(NNC(=O)c1ccccc1[N+](=O)[O-])c1csc(N2CCOCC2)n1	.	1.9	.	-5	.	.	1.4	6	.
50	Cc1ccccc1C(=O)c1cccn1CC(=O)NCc1ccc(Cl)cc1	-2	-0.4	-3	-8	20	1	-2.2	4	96

Additional records follow.
#	SMILES	GPR7 antagonist	V1R ag counter	MEKK2mut PB1 HTS	GalR3 antag	NALP1 inh	PfM18AAP inh	OXTR ag	OXTR potentiate	MEKK2wt PB1 HTS
51	CCCc1cc(C(=O)OC)c2ccccc2n1	-18	-0.5	5	-9	22	-7	-1.7	-9	110
52	Cc1cc(Cl)ccc1N(CC(=O)NCc1ccc2c(c1)OCO2)S(C)(=O)=O	-2	1.2	0	4	7	1	3.0	-18	101
53	COc1cc2nc(-c3ccccc3C)oc(=O)c2cc1OC	-9	-0.8	15	-9	-35	-2	-0.9	0	109
54	O=C(COC(=O)c1ccc(Br)o1)NCCCc1ccccc1	-10	-1.5	10	-2	6	-5	-1.8	-3	109
55	COC(=O)c1[nH]c2cc(OC)c(OC)cc2c1NC(=O)Oc1ccccc1	-3	0.0	2	-3	8	7	0.4	-13	101
56	C=CCNc1nc(N)c([N+](=O)[O-])c(NCCO)n1	-12	-0.6	3	-1	-16	-4	1.0	-3	98
57	Cc1cc(-c2nn(-c3ccccc3F)cc2CN2CCCC(O)C2)c(C)s1 (configuration not stated)	-10	0.1	-3	-2	-14	0	0.1	-4	97
58	NNC(=O)CNC(c1ccccc1)c1cc(Br)ccc1NC(=O)c1ccc(Br)cc1 (configuration not stated)	-8	0.2	-3	3	-9	-2	-1.4	-1	98
59	CSc1ccc(C(C(C(=O)c2cccs2)N2CCOCC2)N2CCOCC2)cc1 (configuration not stated)	4	-0.8	-2	5	-10	9	0.0	-10	100
60	COc1cc(C2C(C#N)=C(N)Oc3c2ccc2ccccc32)ccc1OCC(=O)Nc1cccc(C)c1 (configuration not stated)	3	-0.3	1	1	1	-5	-1.4	-4	96
61	CCOc1ccc(-c2noc(-c3cccnc3)n2)cc1OCC	-10	-1.8	-1	-1	-8	-8	-1.1	-2	103
62	Cc1nc2ccccc2n1CCOc1ccc(F)cc1	-13	.	5	-10	-1	0	.	.	108
63	CN1C(=O)N(CC(=O)NCc2ccc(Cl)cc2Cl)C(=O)C12CCCCC2	.	0.1	.	0	.	.	-1.0	-2	.
64	CCc1cccc(C)c1NC(=S)NCc1ccc2c(c1)cc(C)n2C	-1	0.1	-3	.	15	-3	-2.0	-9	72*[inhibitor]
65	Cc1ccc(S(=O)(=O)Nc2cccc(C(=O)NCCCN3CCOCC3)c2)cc1F	.	1.1	.	-2	.	.	0.9	-3	.
66	CC#CC(=O)N1CCC(CO)(CCc2ccccc2)CC1	-5	0.8	-11	1	0	4	1.3	0	92
67	O=C(COc1cccc(C(F)(F)F)c1)Nc1cccnc1	-16	8.9	-5	-3	21	-1	0.5	-5	92
68	COc1ccc(NC(=O)COC(=O)c2ccc(N3CCCC3=O)cc2)cc1OC	1	0.9	3	1	10	7	2.6	-3	104
69	Cc1cc(-c2nnco2)c(C)n1-c1ccc(F)cc1	-2	-0.5	-2	-2	-3	-3	-1.8	-1	98
70	Cc1[nH]c(=O)[nH]c(=O)c1S(=O)(=O)N1CCCc2ccccc21	-6	0.5	2	1	-3	-7	0.5	-7	101
71	Cc1cc(C)nc(NC2=NCC(=O)N2c2cccc(Cl)c2)n1	-10	-0.5	4	0	-10	9	-0.2	1	107

Not a retest: 3 of the compounds above.
#	SMILES	GPR7 antagonist	V1R ag counter	MEKK2mut PB1 HTS	GalR3 antag	NALP1 inh	PfM18AAP inh	OXTR ag	OXTR potentiate	MEKK2wt PB1 HTS
69	Cc1cc(-c2nnco2)c(C)n1-c1ccc(F)cc1	-2	-0.5	-2	-2	-3	-3	-1.8	-1	98
70	Cc1[nH]c(=O)[nH]c(=O)c1S(=O)(=O)N1CCCc2ccccc21	-6	0.5	2	1	-3	-7	0.5	-7	101
71	Cc1cc(C)nc(NC2=NCC(=O)N2c2cccc(Cl)c2)n1	-10	-0.5	4	0	-10	9	-0.2	1	107
